# RT RNaseH block – inhibitors of HIV-1 reverse transcriptase RNase H; RT-RNase H RNA/DNA duplex cleavage, fluorescence; AID 565; inhibition, % at 10 µM; 1.9% of 65,000 active; in the data active = inhibition above about 50%
# RmlC RmlD mix – inhibitors of RmlC and RmlD coupled enzymes. RmlC/RmlD coupled enzyme inhibition, 384-well mixture HTS. inhibition, % at 5.5 µM. 0.39% of 110,000 active. AID 1532; in the data active = inhibition above about 30%, passing the limit was not always enough; note: strong numbers were not always called active
# The depositor's hits bear a star; x = not tested or not shown. Not all compounds are listed; the hit share may differ from the screen's.
SMILES,RT RNaseH block,RmlC RmlD mix
CCOc1cc(C(c2c(C)[nH][nH]c2=O)c2c(C)[nH][nH]c2=O)ccc1OS(=O)(=O)c1ccccc1,x,-7
CCO[C@H]1OC(C(=O)NCc2ccccc2)=C[C@@H](c2ccc(Br)cc2)[C@@H]1CCCO,x,-16
CC1NC(=O)N(C)C2NC(=O)N(C)C(c3ccccc3)C12 (stereo unspecified),-3,2
Cc1cccc(NC(=O)c2ccc(NS(=O)(=O)c3c(C)noc3C)cc2)c1,-13,9
COC(CNC(=O)c1cc(C)nn1-c1ccccc1)OC,x,-9
c1ccc(Cc2nc3ccccc3o2)cc1,x,7
COc1ccc2cc(C(=O)N3CCOCC3)sc(=O)c2c1OC,-13,11
CCc1ccc(OC)c(S(=O)(=O)NCCOc2ccccc2)c1,-42,11
Cc1ccccc1N1C(=O)C(Cl)=C(N2CCN(c3ccccc3)CC2)C1=O,13,14
COc1cc(/C=N/NC(=O)CCc2c(C)n[nH]c2C)cc(OC)c1OC,x,12
Oc1c(Br)cc(Br)cc1Oc1ccc(Br)cc1Br,x,-2
COc1ccc(-n2c(C)n[nH]c2=O)cc1OC,x,-8
CCOC(=O)c1sc(N)nc1-c1ccccc1,71*,-11
Cc1[nH]c2ccccc2c1NC(=O)CN1CCN(Cc2ccc3c(c2)OCO3)CC1,0,9
CCOC(=O)c1c(NC(=O)CSc2nnc(-c3cccc(C)c3)n2CC)sc(C(C)=O)c1C,x,12
O=C(CC1CCCCC1)OCn1nnc2ccccc2c1=O,-43,0
CC(C(=O)N(C)C)N(C#N)c1nc(N(C)C)nc(N(C)C)n1 (stereo unspecified),-5,-10
O=c1c(-c2nnc(SCc3ccc(Cl)cc3)o2)cccn1Cc1ccccc1,x,-92
Cc1cc(C)c2[nH]c(=O)c(C(c3nnnn3Cc3ccc4c(c3)OCO4)N3CCC(C)CC3)cc2c1 (stereo unspecified),13,-8
N#Cc1nc(-c2ccc(Cl)cc2)oc1NCCc1ccccn1,-41,11
COc1ccc(Cl)cc1-n1c(=S)sc2c(=O)[nH]c(SCC(=O)NCC3CCCO3)nc21 (stereo unspecified),-6,11
CC[C@H]1OC(=O)C[C@@H](O)[C@H](C)[C@@H](O[C@@H]2O[C@H](C)C[C@H](N(C)C)[C@H]2O)[C@@H](CC=O)C[C@@H](C)C(=O)C=C[C@]2(C)O[C@H]2[C@@H]1C,-2,x
O=C(c1cnc2sccn2c1=O)N1CCCc2ccccc21,-6,-6
COc1ccc2nc(NC(=O)C3CCCN(S(=O)(=O)c4cccs4)C3)sc2c1 (stereo unspecified),-26,-10
O=C(CCc1ccccc1)Nc1ccc(NC(=O)C2CC2)nc1,-4,5
CCOc1ccccc1Oc1coc2cc(O)ccc2c1=O,-12,28
Cc1ccc2nc(-c3ccccc3)c(NC(=O)c3ccco3)n2c1,x,-8
CNC(=O)CSc1nc(N)c2c3c(sc2n1)CCC3,x,-16
COC(=O)c1cnc2ccccc2n1,x,-11
C=CCCCCCCCCC(=O)NN,x,12
CC1(C)C=C2[C@H]3CC[C@@H]4[C@@]5(C)CCC(=O)C(C)(C)[C@@H]5CC[C@@]4(C)[C@]3(C)CC[C@@]2(C(=O)O)CC1,x,9
Cn1c(=O)c2c(n(C)c1=O)=NC1(CCCCC1)N=2,-13,-18
COc1ccc(S(=O)(=O)N(C)CC(=O)Nc2cccc(C(C)=O)c2)cc1C,x,7
O=S(=O)(NC1=NCCC1)c1ccc(F)cc1,x,-6
CCCn1c(SCC(=O)N2c3ccccc3CC2C)nnc1-c1ccco1 (stereo unspecified),x,5
CC(C)CNS(=O)(=O)c1ccc(CCC(=O)Nc2ccc3c(c2)OCCO3)cc1,x,-6
O=C(Nc1cccc2ncccc12)c1cc2ccccc2o1,-9,-6
N#C/C(=C\c1c(N2CCOCC2)nc2ccccn2c1=O)S(=O)(=O)c1ccccc1,-31,7
Cc1cccc2c(Cl)cc(=O)[nH]c12,x,28
COc1ccccc1NC(=O)CCn1c(=O)sc2ccccc21,-35,5
COc1ccc(NS(=O)(=O)c2ccc(NS(C)(=O)=O)cc2)cc1,6,34
CN(C)c1oc(-c2ccccc2Cl)nc1C#N,-87,x
CCCCn1c(N)c(N(CCC(C)C)C(=O)CSc2nnc(C)s2)c(=O)[nH]c1=O,-11,-2
Cc1ccccc1C(=O)NNC(=O)Cc1ccccc1,x,1
CC(=O)N1CCc2cc(S(=O)(=O)NCCCOC(C)C)ccc21,-10,-4
O=C(c1nnc(-c2ccncc2)o1)c1ccccc1Cl,-19,-1
CCCCS(=O)(=O)Nc1ccc(Cc2ccncc2)cc1,-59,-67
Cn1c(CNC(=O)c2ccc(Cl)cc2)nnc1SCC(=O)Nc1sc2c(c1C#N)CCCC2,x,1
NC(CO)C(=O)NNCc1ccc(O)c(O)c1O (stereo unspecified),30,-8
Cc1nonc1NCn1nnc2ccccc21,x,-2
Cc1ccc(/C(N)=N/OC(=O)CCc2ccccc2)cc1,x,-5
Cc1nn(CC#N)c(=O)n1-c1cccc(F)c1,x,-15
COc1ccc(C(=O)COC(=O)c2ccc(NC(C)=O)cc2)cc1[N+](=O)[O-],x,4
CCOc1ccccc1C(=O)NCC(=O)OCC(=O)c1ccc2c(c1)OCCO2,-11,-15
COc1ccc(CC(NC(C)=O)C(=O)NC2CCN(C(=O)NCc3ccccc3)CC2)cc1OC (stereo unspecified),-7,-6
Cc1ccc(NC(=O)CN(C)C(=O)CSc2n[nH]c(N)n2)cc1,x,-1
COc1cccc(C(=O)N/N=C/c2ccc(OC3CSC3)cc2)c1,x,-5
CCOC(=O)C1CCCN(S(=O)(=O)c2cccc3cccnc23)C1 (stereo unspecified),-32,5
COc1cc(C(=O)N(Cc2ccccn2)CC2CCCO2)cc(OC)c1OC (stereo unspecified),-10,-8
COc1ccc(N2CCN(c3nc(Cl)nc(N4CCOCC4)n3)CC2)cc1,x,2
# Next entries follow:
SMILES,RT RNaseH block,RmlC RmlD mix
COC(=O)c1ccccc1NC(=O)CSCC(=O)Nc1ccccc1,x,-6
COCCn1c(CN2CCN(c3cccc(Cl)c3)CC2)nc2c1c(=O)n(C)c(=O)n2C,-7,4
CCOC(=O)c1c(NC(=O)CSc2nnnn2-c2ccccc2)sc2c1CCC(C)C2 (stereo unspecified),x,-7
O=C(Nc1c(C(=O)N2CCCC2)cnn1-c1ccccc1)c1cccc(F)c1,3,-15
CNC(=S)NC1CC2CCC(C1)N2Cc1ccccc1 (stereo unspecified),x,3
Cc1nc(NC(=O)CCC(=O)O)sc1C(=O)N(C)C,1,-27
CN(C)S(=O)(=O)c1ccc2c(c1)c(=O)c(C(=O)N1CCN(c3ccccn3)CC1)cn2C,-2,2
CCn1c(CCNC(=O)c2cccs2)nnc1SCC(=O)Nc1cccc(Cl)c1,x,-3
COC(=O)c1[nH]c2ccc(Br)cc2c1NC(=O)CN1CCCc2ccccc21,x,-7
COc1ccc(NC(=O)C(c2ccc(OC)cc2)N(C)C(=O)c2cnccn2)cc1 (stereo unspecified),2,-10
CC(C)(C)C1CCc2nc(NC(=O)Cc3cn4ccsc4n3)sc2C1 (stereo unspecified),-19,7
O=S(=O)(NCc1cc(-c2ccccc2Cl)no1)c1ccc(Cl)cc1,x,22
O=C(/C=C/c1ccccc1F)c1ccoc1,x,-12
COc1ccc(S(=O)(=O)Cc2ccc(C(=O)NCc3ccc(F)cc3)o2)cc1,-4,x
C=C(C)c1ccc(C(C)(C)NC(=O)N2CCN(C)CC2)cc1,-8,6
O=C(NCc1ccccn1)c1cn(Cc2ccccc2)nn1,1,7
CCCc1cc(=O)[nH]c(SCC(=O)c2ccc(S(=O)(=O)N3CCCC3)cc2)n1,-7,-2
O=C(O)CCCCC1SCC2NC(=O)NC21 (stereo unspecified),x,5
Cc1ccc2cc3c(NC(=O)c4cccnc4)nn(C)c3nc2c1,-15,1
Cc1ccc(-c2ccc(CCC(=O)O)o2)cc1,x,7
O=C(c1cccs1)N(CCO)Cc1cc2cc3c(cc2[nH]c1=O)OCCO3,-2,6
CCc1ccc(NC(=O)N(Cc2cccnc2)Cc2ccco2)cc1,x,7
Nc1nnc(SCC(=O)N2CCN(c3ccccc3)CC2)s1,-4,5
CCC(=O)N1CCc2cc(S(=O)(=O)NCCCN3CCN(Cc4ccccc4)CC3)ccc21,-1,x
CC1CCCN(C(=O)CN2C(=O)c3ccccc3C2=O)C1 (stereo unspecified),-3,-1
Cn1cccc1Cc1nnc(SCC(=O)NC2CCCCC2)n1-c1ccc(F)cc1,-12,-12
O=c1c2ccccc2nc2n1CCCCN2,-1,16
Cc1cc(NC(=O)CCC(=O)N(c2ccc(F)cc2)C(C(=O)NC2CCCC2)c2ccncc2)no1 (stereo unspecified),4,x
CC(C)c1nnc(NC(=O)CC(=O)Nc2ccccc2C(=O)O)s1,-8,1
CCOC(=O)c1c(C)[nH]c(C(=O)NNC(=O)c2ccccc2)c1C,x,-13
Cc1cccc(OCC2=NS(=O)(=O)c3ccccc3N2)c1,1,3
O=C(Nc1ccc2c(c1)OCO2)N1CCN(c2ccccc2Cl)CC1,x,7
CC1(C)CC(=O)C(C=Nc2ccccc2Sc2ccccc2)=C(O)C1,x,2
Cc1cccc(N2CCN(C(=O)c3ccc(CS(=O)(=O)c4ccccc4C)o3)CC2C)c1 (stereo unspecified),0,-13
Cn1cc(Br)c(C(=O)Nc2sc3c(c2C(N)=O)CCC3)n1,x,3
O=C1CC(SCCc2nc3ccccc3[nH]2)C(=O)N1c1ccc(F)c(Cl)c1 (stereo unspecified),x,3
CCCOCC1CC2(SC(=Nc3ccc(C)cc3)NC2=O)C(=O)O1 (stereo unspecified),-10,-10
CC(C)OC(=O)CC(NC(=O)OC(C)(C)C)c1ccccc1 (stereo unspecified),x,8
N#CC1=C(SCc2ccccc2)NC(=O)CC1c1ccc(O)cc1 (stereo unspecified),-10,-12
CCOC(=O)CSc1nnc(CSc2nc(N)c3c(C)c(C)sc3n2)n1-c1ccccc1,-4,x
COCCNC(=O)c1cc2ncc(Br)cn2n1,x,-9
CCCCCNCc1cccc(Br)c1,x,-11
COc1ccc(C2/C=C\CN(C(=O)CC(C)(C)C)CC(=O)N2Cc2ccc(F)cc2)cc1 (stereo unspecified),x,13
CCS(=O)(=O)N1CCN(C2Cc3ccccc3C2)CC1,x,-8
CC(C)Cn1c(N)c(C(=O)COC(=O)c2cc(C(F)(F)F)nc3ccccc23)c(=O)n(C)c1=O,x,-16
CCC(C)C1NC(=O)C(C(C)=O)=C1O (stereo unspecified),x,8
CCc1ccc(NS(=O)(=O)c2ccc3[nH]cc(C(=O)N(C)Cc4ccco4)c(=O)c3c2)cc1,x,-9
COCCNC(=O)CN(Cc1ccc(Cl)cc1)S(C)(=O)=O,x,10
CN(C)C(=O)C(=O)c1c(-c2ccccc2)cc2ccccn12,x,9
CS(=O)(=O)N(CC(=O)N/N=C/c1cc([N+](=O)[O-])ccc1Cl)c1ccccc1,x,3
CCOc1ccccc1C(=O)N(CCC(=O)OC)c1ccccn1,-14,6
C=CCNC(=O)C1CCCN(S(C)(=O)=O)C1 (stereo unspecified),-10,-5
CCNC(=O)CSc1nnc(C2CC2)n1-c1ccccc1,x,-3
COC(=O)c1cc(Br)c(=O)n(-c2ccccn2)c1,-1,-3
C=CCc1c(C)nc(SC)nc1Nc1ccc(C)cc1,x,5
CN1C(=O)CC(N2CCN(CCN=CC3=C(O)CC(C)(C)CC3=O)CC2)C1=O (stereo unspecified),-14,21
COCCCNC(=O)c1cc(C)nc2ccc(F)cc12,-10,9
CCOCC(=O)Nc1cccc(Br)c1,-5,-8
CC(=O)OC1c2ccccc2C(=O)N1Cc1ccccc1Cl (stereo unspecified),-31,7
COC(=O)c1cccc(COC(=O)c2cccnc2SC)c1,x,2

# An excerpt of these results, with values under each structure.
# Below each SMILES – RT RNaseH block, RmlC RmlD mix
COCCNC(=O)c1cc2ncc(Br)cn2n1
 : x, -9
CCCCCNCc1cccc(Br)c1
 : x, -11
COc1ccc(C2/C=C\CN(C(=O)CC(C)(C)C)CC(=O)N2Cc2ccc(F)cc2)cc1 (stereo unspecified)
 : x, 13
CCS(=O)(=O)N1CCN(C2Cc3ccccc3C2)CC1
 : x, -8
CC(C)Cn1c(N)c(C(=O)COC(=O)c2cc(C(F)(F)F)nc3ccccc23)c(=O)n(C)c1=O
 : x, -16
CCC(C)C1NC(=O)C(C(C)=O)=C1O (stereo unspecified)
 : x, 8
CCc1ccc(NS(=O)(=O)c2ccc3[nH]cc(C(=O)N(C)Cc4ccco4)c(=O)c3c2)cc1
 : x, -9
COCCNC(=O)CN(Cc1ccc(Cl)cc1)S(C)(=O)=O
 : x, 10
CN(C)C(=O)C(=O)c1c(-c2ccccc2)cc2ccccn12
 : x, 9
CS(=O)(=O)N(CC(=O)N/N=C/c1cc([N+](=O)[O-])ccc1Cl)c1ccccc1
 : x, 3
CCOc1ccccc1C(=O)N(CCC(=O)OC)c1ccccn1
 : -14, 6
C=CCNC(=O)C1CCCN(S(C)(=O)=O)C1 (stereo unspecified)
 : -10, -5
CCNC(=O)CSc1nnc(C2CC2)n1-c1ccccc1
 : x, -3
COC(=O)c1cc(Br)c(=O)n(-c2ccccn2)c1
 : -1, -3
C=CCc1c(C)nc(SC)nc1Nc1ccc(C)cc1
 : x, 5
CN1C(=O)CC(N2CCN(CCN=CC3=C(O)CC(C)(C)CC3=O)CC2)C1=O (stereo unspecified)
 : -14, 21

# The results go on.
SMILES,RT RNaseH block,RmlC RmlD mix
COc1ccc(OC)c(S(=O)(=O)N2CCN(c3c(C)cccc3C)CC2)c1,-1,-14
CCc1ccc(/C=c2\s/c(=C\C(=O)C(C)(C)C)[nH]c2=O)cc1,x,-9
CCNS(=O)(=O)c1ccc(NC(=O)c2cccnc2)cc1,2,-3
COc1ccccc1C(=O)Nc1ccc2c(c1)nc(CCNC(C)=O)n2C,-13,3
O=S(=O)(c1cccc(S(=O)(=O)N2CCC(n3nnc4ccccc43)CC2)c1)N1CCCCC1,5,-3
CC(=O)NCC(=O)NC(Cc1ccccc1)C(N)=O (stereo unspecified),x,4
O=C(CCN1CCN(c2ccccc2)CC1)Nc1ccc2c(c1)OCO2,2,1
CCCn1c(NCc2cccs2)nc2ccccc21,-4,-9
O=S1(=O)CCN(Cc2ccccc2Cl)CC1,x,13

# Quoted at random: two records from the list
SMILES,RT RNaseH block,RmlC RmlD mix
CCc1ccc(/C=c2\s/c(=C\C(=O)C(C)(C)C)[nH]c2=O)cc1,x,-9
O=C(CCN1CCN(c2ccccc2)CC1)Nc1ccc2c(c1)OCO2,2,1

# Screening results from PubChem BioAssay.
